From PubChem
NPYLR7 ag: activates Aedes aegypti NPYLR7 receptor; HEK293T NPYLR7/Galpha15, GCaMP6s calcium fluorescence; activation, % at 10 µM; hit rate 0.15% among 270,000; in the data active means activation above about 40%;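 further: 0% = vehicle and 100% = reference agonist at the receptor; some compounds past the cut are filed as inactive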
hcGAS inh: blocks human cGAS activity; recombinant h-cGAS, ATP depletion, Kinase-Glo luminescence; inhibition, % at 12.5 µM; hit rate 0.081% among 290,000; AID 1259398;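 further: 0% = vehicle reaction and 100% = reaction without DNA for no activity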
Target sequence (Q8N884 whole entry, looked up): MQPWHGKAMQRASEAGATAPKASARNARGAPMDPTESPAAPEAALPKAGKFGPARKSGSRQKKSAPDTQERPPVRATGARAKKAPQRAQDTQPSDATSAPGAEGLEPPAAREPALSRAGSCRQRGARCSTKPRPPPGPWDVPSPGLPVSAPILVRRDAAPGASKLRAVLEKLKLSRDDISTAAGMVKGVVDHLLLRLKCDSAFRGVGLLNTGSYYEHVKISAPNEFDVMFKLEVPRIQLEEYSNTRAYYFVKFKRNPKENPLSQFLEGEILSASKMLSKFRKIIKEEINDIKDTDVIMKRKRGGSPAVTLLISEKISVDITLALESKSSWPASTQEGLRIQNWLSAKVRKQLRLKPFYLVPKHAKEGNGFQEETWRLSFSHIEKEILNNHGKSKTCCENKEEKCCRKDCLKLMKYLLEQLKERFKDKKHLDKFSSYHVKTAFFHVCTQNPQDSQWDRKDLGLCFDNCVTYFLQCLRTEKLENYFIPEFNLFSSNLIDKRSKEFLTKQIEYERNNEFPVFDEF
mcGAS inh: blocks mouse cGAS activity; recombinant cGAS, Kinase-Glo ATP depletion luminescence; inhibition, % at 12.5 µM; hit rate 0.15% among 160,000;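 further: 0% = negative control wells and 100% = reference inhibitor with no enzyme activity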
Active calls of the source: *; / = no result given; & = joins results of further samples. Unless noted, no stated cut-off is given here; in the data, active means inhibition above about 40%; inactive means the rest.

Structure	NPYLR7 ag	hcGAS inh	mcGAS inh
COc1ccccc1C(=O)N1CCC(C(NC(=O)c2cccc(C)c2)C(=O)NCc2ccco2)CC1 (centres undefined)	-3	-7	-3
CCCn1ncc(C(=O)N2CCCC2c2nc(-c3ccncc3)no2)c1C (centres undefined)	1	3	0
CCOC(=O)C1CCN(C(=O)c2coc(CN(Cc3ccc(F)cc3)Cc3ccc(OC)cc3)n2)CC1	20	-4	-5
O=C1OC(c2cccc(F)c2)=NC1=Cc1csc(-c2ccccc2)n1	2	-4	/
Cc1ccc(/C=C/C(=O)N2CSCC2C(=O)Nc2ccc(C#N)cc2)s1 (centres undefined)	2	-5	/
O=C(c1ccc(CSCCc2ccccc2)cc1)N1C2CCC1CC(Oc1ccc3c(c1)OCO3)C2 (centres undefined)	9	3	-4
Cc1cc(OCc2nc(C(=O)NCc3ccc(F)cc3)cs2)ccc1Cl	21	-5	-6
CCOC(=O)C1CCCN(C(=O)c2coc(CN(CCc3c[nH]c4ccccc34)Cc3cccc(Oc4ccccc4)c3)n2)C1 (centres undefined)	10	-1	-2
Fc1ccc(-c2csc(=NCC3CCCO3)n2N=Cc2ccc3c(c2)OCO3)cc1 (centres undefined)	1	-3	/
Cc1ccc(/C=C/c2nc3sc4c(c3c(=O)[nH]2)CCC4)cc1	-2	-5	/
O=C(C1CCCN1)N(Cc1ccccc1)Cc1nccs1 (centres undefined)	-4	2	/
CCCc1ccc(C(=O)N(C)Cc2ncc[nH]2)cc1	0	1	/

Record cards (already shown):
Profile of `O=C(c1ccc(CSCCc2ccccc2)cc1)N1C2CCC1CC(Oc1ccc3c(c1)OCO3)C2` (centres undefined) → NPYLR7 ag: 9; hcGAS inh: 3; mcGAS inh: -4
Profile of `Cc1ccc(/C=C/C(=O)N2CSCC2C(=O)Nc2ccc(C#N)cc2)s1` (centres undefined) → NPYLR7 ag: 2; hcGAS inh: -5; mcGAS inh: /
Profile of `O=C(C1CCCN1)N(Cc1ccccc1)Cc1nccs1` (centres undefined) → NPYLR7 ag: -4; hcGAS inh: 2; mcGAS inh: /

Following part:
Structure	NPYLR7 ag	hcGAS inh	mcGAS inh
CC1=NN(c2ccc(Cl)c(Cl)c2)C(=O)/C1=C\c1cccc(I)c1	-7	4	8
CCC(C)NC(=O)C(NC(=O)c1ccc2c(c1)OCO2)C1CCN(C(=O)c2ccco2)CC1 (centres undefined)	0	-4	-3
Brc1ccc(-c2nc3n(n2)Cc2ccccc2-3)cc1	-1	-2	/
Cc1ccc(C(=O)N2CCCC2)cc1S(=O)(=O)Nc1ccc(F)cc1	3	-15	/
CC(C)c1nc(SCC(=O)N(CC(F)(F)F)C(C)C2CC2)n[nH]1 (centres undefined)	1	5	/
C=CCSc1nnc(C)n2c1cc1sccc12	8	2	/
Clc1cccc(-c2nc3ccccn3c2NC2CCCCC2)c1	-2	-3	-4
CCCCCNC(=O)N(C)C(C)C(C)S(C)(=O)=O (centres undefined)	0	-9	/
COc1cc([N+](=O)[O-])cc(CN2CCCn3cccc3C2c2ccc(C(F)(F)F)cc2)c1O (centres undefined)	2	3	/
COc1cc(F)c(C(=O)N2CCOC(c3ccccc3)C2)c(F)c1 (centres undefined)	15	-8	/
N#Cc1cccc(C(=O)N2CCN(Cc3cccc(-c4noc(-c5cccnc5)n4)c3)CC2)c1	29	-4	-3
CCCN(C(=O)NCc1ccc(S(=O)(=O)N(C)C)s1)C1CCc2ccccc21 (centres undefined)	-4	4	/
Cc1cc(NC(=O)NCC2CCN(C)c3ccccc32)no1 (centres undefined)	4	-5	/
O=C(CSc1n[nH]c(-c2ccc(Br)cc2)n1)NC1CCCC1	3	-8	/
CCc1cccc2c(C(CC(=O)NCCc3ccc(OC)c(OC)c3)c3ccc(Cl)c(Cl)c3)c[nH]c12 (centres undefined)	/	-3	-8
CCOC(=O)C1CCCCN1CC(=O)N1N=C(c2ccc(C)c(C)c2)CC1c1cccc(F)c1 (centres undefined)	14	-10	-4
COc1cc(NS(=O)(=O)c2ccc(N)cc2)ncn1	10&0&1	-1&-7&-3	-5&0
COc1ccc(CCN(C)S(=O)(=O)NCc2ccccc2)cc1OC	6	-4	/
COc1cccc(C2=N/C(=C\C(Cl)=C\c3ccccc3)C(=O)O2)c1	0	-2	/
CCc1cc(CCOC)nc(N2CCCCC2)n1	/	-12	-6
CC(NC(=O)c1cncc(Br)c1)c1ccc(Cl)cc1 (centres undefined)	-2	19	/
O=C(CSc1ccccc1)N1CCCC(CNC(=O)C2(c3ccc(Cl)cc3)CC2)C1 (centres undefined)	/	-5	-10
CC(=O)Nc1ccc(NC(=O)C(C2CCCC2)N2CCN(C(=O)c3ccccc3Cl)CC2)cc1 (centres undefined)	-6	-3	-4
O=C(Nc1ccccc1)N1CCC(Cc2ccc(-c3ccccc3)cc2)CC1	12	1	-4
CCCCSc1nnc2c(n1)OC(c1ccccc1OCCC)Nc1ccccc1-2 (centres undefined)	-2	0	-3
O=C(c1cc(COc2ccc3c(c2)CCCC3)on1)N1CCC(c2ccncc2)CC1	6	-8	-9
O=C(C1CCC(Cn2c(=O)c3sccc3n(Cc3ccc(F)cc3)c2=O)CC1)N1CCOCC1 (centres undefined)	3	-6	-8
Cc1nc2c(=O)n(CC(N)=O)nc(-c3ccc(Cl)cc3)c2s1	5	7	-7
CC1(C(=O)Nc2cccc3cccnc23)CCN1C(=O)CC1CCCC1 (centres undefined)	6	5	/
CCCCn1c(SCC(=O)O)nc2cc(C(F)(F)F)ccc21	3	-4	/
O=C(NCCC(=O)N1CCOCC1)C1CC(c2ccc3c(c2)OCO3)=NO1 (centres undefined)	29	-7	-4
CC1(C)ON=C(c2ccc(F)cc2)NC1=O	-2	8	/
Cc1ncc([N+](=O)[O-])n1CC[n+]1ccccc1	6	0	-2
COc1ccc2[nH]cc(C(=O)N3CCC4(CCCO4)CC3)c(=O)c2c1	10	-3	/
CCC1CN(CCn2cccn2)C(CC)CN1CCn1cccn1 (centres undefined)	5	-5	/
O=C(c1ccc(C(F)(F)F)c(F)c1)N1CCC(CCc2ccc3c(c2)OCO3)CC1	0	-7	-8
CCOC(=O)c1ccccc1NC(=S)N1CC(=O)N2CCc3cc(OC)c(OC)cc3C2C1 (centres undefined)	2	-2	-5
Clc1ccc(CN2CCN(c3ncnc4c3cnn4Cc3ccc(Cl)cc3Cl)CC2)c(Cl)c1	-11	-6	-5
CC(C)N(C(=O)c1cnc(Cl)c(Cl)c1)c1ccccc1	-3	-6	-13
CCOC(=O)C1CCCN(c2c(NC3CCC(C)CC3)c(=O)c2=O)C1 (centres undefined)	1	-8	-4
CCCc1nnc(NC(=O)N2CCSC(C)(C)C2)s1	1	-8	/
FC(F)(F)c1ccc(-c2nc(CSc3ccc(Cl)c(Cl)c3)cs2)cc1	3	-4	-5
CC(C)N(CC(=O)N(Cc1ccccc1)Cc1cccs1)S(=O)(=O)c1cccc(C(F)(F)F)c1	-3	0	-2
CCOc1nc(-c2cccc(C(F)(F)F)c2)n(-c2cccc(NCC(O)COc3ccccc3)c2)n1 (centres undefined)	-1	-3	-5
Cc1ccc2c(c1)C1(SCCN1C(=O)Nc1ccccc1F)C(=O)N2Cc1ccccc1 (centres undefined)	4	-10	-7
CCC(CC)C(=O)N(C)c1c(C)nc2c(OCc3ccccc3)cccn12	3	-2	-2
Cc1ccc(-n2nnc(C(=O)Nc3ccc(F)c(F)c3)c2-c2cccnc2)cc1C	-3	-6	-5
COCCOc1nc(-c2ccccc2C)n(-c2ccc(NC(=O)c3cccs3)cc2)n1	/	-2	-3

An excerpt from above in order of number of heavy atoms, high to low:
Structure	NPYLR7 ag	hcGAS inh	mcGAS inh
CCOc1nc(-c2cccc(C(F)(F)F)c2)n(-c2cccc(NCC(O)COc3ccccc3)c2)n1 (centres undefined)	-1	-3	-5
CC(C)N(CC(=O)N(Cc1ccccc1)Cc1cccs1)S(=O)(=O)c1cccc(C(F)(F)F)c1	-3	0	-2
Cc1ccc(-n2nnc(C(=O)Nc3ccc(F)c(F)c3)c2-c2cccnc2)cc1C	-3	-6	-5
CCOC(=O)C1CCCN(c2c(NC3CCC(C)CC3)c(=O)c2=O)C1 (centres undefined)	1	-8	-4
CC(C)N(C(=O)c1cnc(Cl)c(Cl)c1)c1ccccc1	-3	-6	-13

Next results.
Structure	NPYLR7 ag	hcGAS inh	mcGAS inh
CCOc1ccc(-n2nnnc2CNS(=O)(=O)c2cccs2)cc1	6	-7	-8
COc1ccc2sc(SCc3csc(Cc4ccc(F)cc4Cl)n3)nc2c1	4	6	0
CCCCn1nc(C(=O)N(CC)C(C)c2ccc(F)cc2)ccc1=O (centres undefined)	2	-4	/
CCN(C)C(=O)c1cc2sc(C)cc2n1CC=C(C)C	/	2	-3
Nc1ccc(N=Nc2ccccc2)c(N)n1	1&-9&-9	-2&-3&-9	-5
Cc1cnccc1CN(C)C(=O)c1cccc(NC(=O)C2CCCO2)c1 (centres undefined)	1	-7	-17
COc1ccc(CCNS(=O)(=O)c2ccc(OC)c(OC)c2)cc1OC	4	-3	/
COC(=O)[C@@H]1C[C@@H](NC(=O)c2ccc3c4c([nH]c3c2)CCCC4)CN1C	10	-1	/
O=C(Nc1nccs1)N(Cc1ccccc1)CC(F)F	5	-8	-6
Cc1ccc(C(N)=NOC(=O)Cc2ccc(-c3ccccc3)cc2)cc1	-13	-2	-3
COc1ccc(C2CC(=O)C3C(=Nc4ccccc4NC3c3ccc([N+](=O)[O-])cc3)C2)cc1OC (centres undefined)	-1	-1	3
COc1ccc(NC(=O)N2CCC3(CC2)C(=O)N(CC(=O)NCCc2ccccc2)CN3c2ccccc2)cc1	/	-8	-4
COc1cc(OC)c(Br)c(-n2c(C(C)N(CCC(C)C)C(=O)c3cccc([N+](=O)[O-])c3)nc3ccccc3c2=O)c1 (centres undefined)	4	-6	-3
CC(=O)N(CN1C(=O)c2ccccc2C1=O)c1ccc(F)cc1	3	-3	/
Cc1nc(-c2ccccc2)sc1C(=O)Nc1c(C)nc2ccccn2c1=O	-3	3	/
O=C(Cc1csc(SCC(=O)c2cccs2)n1)NCCC1=CCCCC1	12	4	1
CC1=C(C(=O)OC(C)C)C(c2ccsc2)NC(=O)N1C (centres undefined)	-14	-2	-7
COc1ccc(CN(Cc2cccc(C(F)(F)F)c2)Cc2nc(C(=O)NCc3ccco3)co2)c(OC)c1	/	0	1
CC(C)[C@@H](N)C(=O)N[C@@H]1C=C(C(=O)NCC(N)=O)C[C@@H](OC(=O)Nc2ccccc2)[C@@H]1O	-10	-4	-6
Cc1ccc(NC(=O)N2CCC3(CC2)SCCN3C(=O)CCc2ccccc2)cc1Cl	1	1	1
O=C(/C=C/SCc1ccco1)NC1CCN(Cc2ccccc2)CC1	-2	4	1
O=C(O)CN1C(=O)/C(=C\c2cccc(OCc3ccc(F)cc3)c2)SC1=S	-6	-4	-4
Cn1cc(C(=O)NCc2cc(-c3ccccc3Cl)no2)ccc1=O	-2	-3	-17
CC1(C)CC(CC(=O)NCCc2ccn[nH]2)CC(C)(C)N1	/	-6	-6
COc1ccc(OC(C)C(=O)O)cc1 (centres undefined)	4	-1	/
CN(CC(=O)N1CCCC(O)(CO)CC1)Cc1ccccc1F (centres undefined)	10	-6	/
Cc1cccc(S(=O)(=O)NC(=O)C2(C)CCN2C(=O)C(C)(C)c2ccccc2)c1 (centres undefined)	-4	-5	-4
O=c1[nH]nc(Cc2cccnc2)n1CCc1ccccc1	15	-3	/
Cc1cccc(C)c1N1C(=O)CC(N2CCC(C(=O)Nc3ccccc3)CC2)C1=O (centres undefined)	-2	2	0
COc1ccc(/C=C2/C(=N)N3N=C(Cc4ccccc4)SC3=NC2=O)cc1	-1	-6	/
O=C1/C(=C\c2ccncc2)SC(=S)N1Cc1ccccc1	0	-4	-5
COc1ccc(NC(=O)CCN(CCCN2CCOCC2)c2nc(-c3ccc(OC)cc3)nc3ccccc23)cc1	8	-4	-6
O=C(NC1CCCc2ccccc21)c1cncn1-c1cccc(-c2cccc3c2sc2ccccc23)c1 (centres undefined)	9	-1	-4
Cc1ccccc1S(=O)(=O)Nc1ncc(C(F)(F)F)cc1Cl	-1	1	-1
O=C(NCc1ccccc1Cl)c1cc2cn(CC3CCCO3)cc2cn1 (centres undefined)	24	-4	/
COc1ccccc1C(=O)Nc1ccnn1C1CCN(C(=O)C(C)(C)C)CC1	3	-13	/
Cc1noc(C)c1CC(=O)NC1CCCCC1Cc1ccco1 (centres undefined)	4	-8	/
Cc1ccc(Cc2nsc(N3CCN(CCNC(=O)c4ccc(-c5ccccc5)cc4)CC3)n2)cc1	10	-8	-6
CC(C)(C)c1ncc(CN2CCOC(CN)C2)cn1 (centres undefined)	3	-2	-20
CCCCNC(=O)c1ccc2nc(CC)c(N(CCN(C)C)CC3CC3)n2c1	-4	-6	-2
COCCn1cc(NC(=O)NC(C)c2ccccc2)c2ccccc21 (centres undefined)	12	-13	/
Fc1ccccc1C1CCN(Cc2cc3n(n2)CCNC3)C1 (centres undefined)	2	7	-12
COC(=O)c1ccc(CNC(=O)CN2[C@@H]3CC[C@H]2CC(O)C3)o1 (some centres undefined)	-5	-3	-1
Cc1ccc2[nH]cc(-c3ccc(C)nc3)c2c1	4	-2	-16
O=C(NC(c1ccc(F)cc1)c1cnccn1)C1CCN(CCCOc2ccccc2)CC1 (centres undefined)	7	-3	-3
CCCc1cc(N2CCC(N3CCNC3=O)CC2)n2ncnc2n1	0	5	/
